DENV2 CPE rescue = DENV2-induced cell death inhibition; DENV2-infected cells, cytopathic effect rescue, plate reader; CPE inhibition, % at 9.99 µM; actives 1.7% (n = 350,000); AID 651640; in the data active means CPE inhibition above about 20%, passing the limit was not always enough; inconclusive means no clear call, values can overlap the other calls; tested in BHK-21 cells;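 further: 0% = median of neutral control wells and 100% = median of positive control wells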
GSIS activator = primary screen for activators of insulin secretion dependent on glucose, INS-1E cells, GLuc reporter luminescence; actives 0.61% (n = 370,000); INS-1E GLuc reporter insulin secretion, 2-3 h; activation, % at 16.6 µM;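 active means lowest replicate activation of at least 40%, so every replicate reaches that level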;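 further: 0% = median of neutral control wells and 100% = median of IBMX positive control wells; some compounds called inactive have numbers as strong as hits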
PAX8 inh HTS = PAX8 transcriptional activity inhibition | RMG-I TPO-luciferase reporter, SteadyGlo, 24 h | inhibition, % at 12.6 µM | actives 1.2% (n = 360,000);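 active means mean replicate inhibition at least 60% with every replicate also reaching 60%; inconclusive means only one of the two criteria is met; inactive means mean below 60% and not all replicates reaching 60%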;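 further: luciferase light reporting Pax8 driven TPO promoter activity; plate controls were median of neutral control wells for no effect and mitoxantrone controls for full effect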
Xi reactivation = X-chromosome reactivation activator; XiGFP mouse fibroblasts, % GFP-positive cells imaging, 3 d; cells co-treated with 5-aza-dC sensitizer; scaled so ellipticine positive control = 100%; activation, % at 7.58 µM; actives 0.055% (n = 360,000);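 active means mean normalized replicate activation at least 10% and every replicate at or above 10%; inconclusive means only one of the two criteria met; inactive means mean below 10% and not all replicates reach 10%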;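 further: 0% = median of on-plate neutral control wells and 100% = ellipticine 6 µM median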
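assay system = SV40-immortalized XiGFP fibroblast cells, line 68-5-11 | buffer or medium = DMEM plus 5-aza-dC sensitizer | doses = single-point pinned compound dosing | times = 3-day compound exposure, then 15 min fixation at room temperature | benchmarks = positive control ellipticine, 6 µM final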
ERp5 block = inhibitors of human ERp5. Q15084. ERp5 insulin aggregation, absorbance 650 nm, 90 min. inhibition, % at 9.99 µM. actives 0.05% (n = 350,000);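 active means mean replicate inhibition above about 25%, with every replicate also reaching it, limit read from the data, passing the limit was not always enough; inconclusive means only one of those two criteria met; inactive means neither criterion met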
Target sequence (Q15084 whole entry, looked up): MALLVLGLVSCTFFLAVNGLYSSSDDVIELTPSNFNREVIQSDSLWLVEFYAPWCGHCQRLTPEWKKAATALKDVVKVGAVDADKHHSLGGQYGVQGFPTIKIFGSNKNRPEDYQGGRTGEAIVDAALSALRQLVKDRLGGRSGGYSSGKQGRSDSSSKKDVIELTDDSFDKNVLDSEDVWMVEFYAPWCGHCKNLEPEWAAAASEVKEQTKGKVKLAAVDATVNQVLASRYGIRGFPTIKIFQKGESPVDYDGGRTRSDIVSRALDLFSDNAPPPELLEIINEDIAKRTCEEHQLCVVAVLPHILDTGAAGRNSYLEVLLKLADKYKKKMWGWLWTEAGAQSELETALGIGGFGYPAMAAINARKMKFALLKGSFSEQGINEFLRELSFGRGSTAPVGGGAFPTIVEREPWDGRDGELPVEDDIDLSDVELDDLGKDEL
EWS-Fli block = EWS/Fli transcriptional activity inhibition | inhibition, % at 12.6 µM | AID 651661 | actives 0.67% (n = 350,000) | A673 NR0B1-luciferase reporter, viability-normalised;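 active means mean inhibition of at least 50% after viability correction, with every replicate also passing that limit; inconclusive means mean reaches 50% but only one of two replicates passes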;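 further: firefly luciferase signal divided by Alamar Blue viability fluorescence both relative to DMSO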
CFTR F508del cor = correctors of CFTR F508del function in bronchial epithelial cells; CFBE cells, YFP halide quenching; stimulated with forskolin plus potentiator P3; % fluorescence drop versus neutral controls; activity (quench increase), % at 7.58 µM; actives 0.36% (n = 350,000); AID 720511;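 active means mean added fluorescence quench of at least 8% versus neutral control, with both replicates also reaching 8%; inconclusive means only one of the mean or replicate conditions met; inactive means mean below 8% and not both replicates reaching 8%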;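 further: cells transiently co-express mutant CFTR-F508del with the halide-sensitive YFP; corrector assay measuring rescue of mutant channel to the surface after 24 h compound exposure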
ARNT TACC3 PPI = ARNT/TACC3 interaction disruption; actives 0.66% (n = 390,000); AlphaScreen His-ARNT PAS-B/GST-TACC3 binding, luminescence; TACC3 fragment carries E629A point mutation; inhibition, % at 9.99 µM; Q9Y6A5;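 active means mean inhibition of replicates at least 50% and at least half of replicates each reaching 50%; inconclusive means half or more replicates reach 50% but mean below 50%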;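 further: 0% = complete ARNT plus TACC3 wells and 100% = ARNT alone without TACC3; many hits fall short of the cut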
Active calls of the source: *; ? = inconclusive; / = not tested or not shown.

Structure | DENV2 CPE rescue | GSIS activator | PAX8 inh HTS | Xi reactivation | ERp5 block | EWS-Fli block | CFTR F508del cor | ARNT TACC3 PPI
O=C(CSc1nnc2ccccn12)NNC(=O)c1ccc(F)cc1 | ? | 14 | 16 | 0.2 | -1 | -2 | -1.7 | -2
O=C(CN1CCOCC1)N1CC2(C1)[C@@H](c1ccccc1)[C@@H](CO)N2Cc1ccc(F)cc1 | -6 | 6 | 3 | 0.1 | 1 | -6 | -0.5 | /
COc1ccc(S(=O)(=O)Nc2ccc3c(c2)C(=O)N([C@@H](C)CO)C[C@@H](C)[C@H](CN(C)C(=O)NC2CCCCC2)OCCCC[C@@H](C)O3)cc1 | 1 | -24 | 17 | 0.0 | -9 | -12 | 3.1 | -8
CCc1cccc(CC)c1NC(=O)c1cccc(S(=O)(=O)N2CCN(C)CC2)c1 | -6 | -1 | -3 | 0.2 | 16 | 2 | -1.4 | 4
CC(C)NC(=O)N(C)C[C@@H]1Oc2ncc(C#CCN(C)C)cc2C(=O)N([C@H](C)CO)C[C@@H]1C | -11 | -6 | / | 0.0 | 4 | 0 | -5.2 | 28
O=C(C[C@H]1CC[C@H]2[C@@H](COC[C@@H](O)CN2S(=O)(=O)c2ccc(F)cc2)O1)NCC1CCCCC1 | 0 | 2 | 3 | 0.1 | -4 | -7 | -2.9 | -5
Cc1cccc(NS(=O)(=O)c2cn(C)c(=O)n(C)c2=O)c1C | 2 | 3 | 1 | 0.1 | -2 | 10 | -0.9 | -3
C[C@@H]1CCCCO[C@H](CN(C)C(=O)Nc2ccccc2)[C@@H](C)CN([C@H](C)CO)C(=O)c2cc(NS(=O)(=O)c3ccccc3)ccc2O1 | -4 | -1 | -14 | 0.0 | -1 | -9 | -0.1 | -12
CN(C)S(=O)(=O)c1cccc(NC(=O)CCNC(=O)c2ccccc2Cl)c1 | / | 0 | 14 | 0.3 | / | / | / | -3
CCC(=O)N(C)C[C@@H]1Oc2ncc(-c3ccc(C#N)cc3)cc2C(=O)N([C@H](C)CO)C[C@@H]1C | 70* | 11 | / | 0.0 | 0 | -11 | 1.3 | -6
Cc1nn(C2CCS(=O)(=O)C2)c(Cl)c1/C=C/C(=O)OCC(=O)N(C)C (stereo not drawn) | / | 6 | 2 | 0.3 | 1 | 3 | -2.8 | 1
CS(=O)(=O)c1nc(S(=O)(=O)c2ccc(Cl)cc2)c(N2CCOCC2)s1 | 0 | -5 | 12 | -0.1 | -8 | 17 | -1.3 | 6
O=C1CCc2cc(S(=O)(=O)N3CCN(c4ccc(F)cc4)CC3)cc3c2N1CC3 | -3 | 47* | -19 | 0.1 | 2 | 1 | 0.7 | -2
NCC[C@@H]1CC[C@@H](NC(=O)C2CCCCC2)[C@H](CO)O1 | 3 | 14 | -19 | 0.0 | -1 | -1 | -1.2 | -20
C[C@H]1CN([C@@H](C)CO)C(=O)Cc2cc(NC(=O)Cc3ccccc3)ccc2O[C@@H]1CN(C)S(=O)(=O)c1ccc(Cl)cc1 | 9 | -17 | -11 | -1.3 | 1 | 1 | -3.7 | 1
O=C1NC(=S)N/C1=C/c1cc2c(cc1[N+](=O)[O-])OCO2 | -6 | -10 | 0 | 0.0 | 1 | -44 | -0.3 | -1
Cn1c(SCC(=O)N2CCN(c3ccccc3)CC2)nnc1-c1c[nH]c2ccccc12 | -1 | / | 36 | -0.1 | -4 | 17 | 0.5 | /
CC(C)NC(=O)Nc1ccc2c(c1)C(=O)N([C@H](C)CO)C[C@H](C)[C@H](CN(C)C(=O)Nc1ccc(C(F)(F)F)cc1)OCCCC[C@@H](C)O2 | 7 | -4 | 15 | 0.0 | 1 | -7 | 2.8 | -1
OCC(O)[C@@H](O[C@H]1O[C@H](CO)[C@@H](O)[C@H](O)[C@H]1O)[C@H](O)[C@@H](O)CO (stereo partly drawn) | 4 | / | 4 | -0.3 | 2 | -5 | -0.9 | -3
CC1(C(=O)Nc2ccc3c(c2)OCCO3)CN(S(C)(=O)=O)CC(=O)N1Cc1cccc(F)c1 (stereo not drawn) | -15 | 7 | 4 | 0.1 | 1 | 2 | 0.0 | /
CC(C)NC(=O)Nc1ccc2c(c1)C(=O)N([C@H](C)CO)C[C@H](C)[C@@H](CN(C)C(=O)Nc1ccc(C(F)(F)F)cc1)OCCCC[C@H](C)O2 | -2 | -10 | 43 | 0.1 | 2 | -7 | 0.4 | -5
COc1cccc(CNC(=O)[C@H]2CCCN2C(=O)[C@H]2CCCN2C(=O)c2cccc(OC)c2)c1 | -5 | 16 | -3 | 0.0 | -4 | -8 | -2.4 | /
COc1ccc(/C=N/NC(=O)c2ccc(C)cc2)cc1CN1CCN(c2ccc(F)cc2)CC1 | 4 | -47 | / | / | -3 | 12 | -2.1 | 2
Cc1ccccc1Cn1cc(NC(=O)c2cc(-c3ccco3)on2)cn1 | -2 | 4 | -9 | 0.0 | -3 | -20 | 2.8 | -1
CC(C)CNC(=O)c1cc(-c2ccc(Cl)c(Cl)c2)on1 | / | 37 | / | / | -3 | -98 | -3.4 | -4
C[C@H]1CN([C@@H](C)CO)S(=O)(=O)c2ccc(C#Cc3ccccn3)cc2O[C@H]1CN(C)C(=O)C1CC1 | -7 | 3 | / | 0.6 | 12 | 2 | -0.8 | 26
O=C(c1cc2c(s1)CCCC2)N1CCN(c2ccccc2)CC1 | / | -36 | -23 | -0.6 | 2 | -28 | 0.6 | -6
COc1ccc(/C=N/NC(=O)c2ccco2)cc1OCc1ccccc1 | 2 | 10 | -18 | 0.2 | -6 | -3 | -2.4 | -10
CCOC(=O)C1CCN(S(=O)(=O)c2cc3c(cc2C)NC(=O)CO3)CC1 | 1 | 7 | 13 | 0.1 | 3 | 5 | 0.2 | /
O=C(NC1CCCC1)[C@H]1[C@H](CO)[C@H]2Cn3c(cccc3=O)[C@H]2N1C(=O)NC1CCCC1 | 1 | -1 | -3 | 0.7 | 7 | 3 | -2.0 | -7
O=C(N[C@H](c1cccc(Br)c1)[C@@H]1CCCC=C1c1ccccc1)C(F)(F)F | -6 | / | 4 | 0.2 | 4 | 3 | 1.4 | /
C[C@@H]1CN([C@H](C)CO)S(=O)(=O)c2ccc(C3=CCCCC3)cc2O[C@H]1CN(C)Cc1cccnc1 | -7 | -12 | / | -0.1 | 2 | 14 | 6.8 | 4
CN(c1ccc(C(=O)NC2CCCC2)cc1)S(=O)(=O)c1ccc(Cl)cc1 | 1 | 10 | 9 | 0.0 | -5 | / | 1.5 | 3
COc1ccc2cc3cc(C(=O)NCc4cccnc4)oc3nc2c1 | 1 | 7 | -100 | 0.0 | 1 | -45 | 0.7 | 0
COc1ccc(CN(C)C[C@@H]2Oc3ccc(NC(=O)CCN4CCOCC4)cc3C(=O)N([C@@H](C)CO)C[C@@H]2C)cc1 | -4 | 21 | 3 | 0.1 | 12 | -16 | 2.5 | /
C[C@@H]1CN([C@H](C)CO)C(=O)c2c(c3ccccc3n2C)-c2ccccc2CO[C@H]1CN(C)C(=O)[C@H]1CCCN1C | / | 19 | 4 | 0.9 | / | 2 | 0.6 | /
CN1C(=O)c2cc(NS(=O)(=O)c3ccc(Cl)cc3)ccc2OC[C@H]2O[C@H](CC(=O)O)CC[C@@H]21 | 7 | 4 | -9 | 0.0 | -4 | 1 | -0.6 | -1
CC(Sc1nc2ccccc2c(=O)n1C)C(=O)Nc1ccc2c(c1)OCCO2 (stereo not drawn) | -5 | -56 | 12 | -0.7 | 9 | 12 | 25* | -3
COCCn1c(=S)[nH]c2sc3c(c2c1=O)CCCC3 | ? | 45* | -7 | 0.0 | 0 | 11 | 0.9 | 12
c1cnc2c(OCc3nc4ccccc4[nH]3)cccc2c1 | 11 | 10 | / | / | -2 | -119 | 1.6 | -43
O=C(CCc1nnc2ccc(N3CCCC3)nn12)Nc1ccc(F)c(F)c1 | ? | 31 | 1 | 0.0 | -1 | 2 | 1.5 | -4
O=C(/C=C/c1ccc(S(=O)(=O)N2CCOCC2)cc1)NCc1ccccc1Cl | / | -8 | 4 | 0.5 | / | / | / | -4
COc1cccc(NC(=O)CSc2nc3ccccc3c(=O)n2CCCC(=O)NCCCN2CCOCC2)c1 | 5 | -6 | 15 | 0.0 | -5 | 2 | 0.4 | -8
O=C(/C(Br)=C/Nc1cc(Cl)ccc1Cl)C(F)(F)F | / | 0 | 13 | 0.3 | / | / | / | 0
COc1ccc(/C=C/C(=O)OC2CCCN(C)C2)cc1 (stereo not drawn) | -5 | -3 | -22 | 0.1 | 3 | -9 | / | -18
CCN1C(C)=CC(=O)[C@@H](O)[C@H]1c1ccccc1Br | 16 | -16 | 17 | -0.1 | 8 | -2 | 0.4 | 5
CC1(C(=O)Nc2cccnc2)Cc2c(-c3ccc4c(c3)OCO4)ccnc2O1 (stereo not drawn) | ? | / | 4 | 0.0 | -7 | 27 | 0.1 | /
OCCC1CN(Cc2nc(-c3ccccc3)cs2)CCN1Cc1ccc(F)cc1 (stereo not drawn) | 8 | / | 21 | 0.0 | 2 | -1 | 0.7 | 1
COc1ccc(NC(=O)Nc2cccc3c2O[C@@H](CN(C)C(=O)Nc2ccc4c(c2)OCO4)[C@@H](C)CN([C@H](C)CO)C3=O)cc1 | -8 | -10 | / | 0.1 | -6 | -6 | -1.0 | 5
CN1C(=O)c2cc(NC(=O)c3ccc(F)cc3)ccc2OC[C@H]2O[C@H](CC(=O)NCC3CCCCC3)CC[C@H]21 | -13 | -16 | 18 | 0.1 | -2 | 20 | -3.0 | -22

Additional results:
Structure | DENV2 CPE rescue | GSIS activator | PAX8 inh HTS | Xi reactivation | ERp5 block | EWS-Fli block | CFTR F508del cor | ARNT TACC3 PPI
COc1ccc(C#Cc2ccc([C@H]3[C@@H](CO)N4CCCCN(S(=O)(=O)c5ccccc5)C[C@H]34)cc2)cc1 | -29 | -6 | -12 | 0.0 | -3 | -3 | 2.1 | 21
CSc1ncccc1C(=O)OCC(=O)NC1CCCc2ccccc21 (stereo not drawn) | 2 | 5 | 11 | 0.1 | 7 | 2 | 0.6 | -4
CC(C)N(CCCNC(=O)c1nn(C)c2c1CS(=O)(=O)c1ccccc1-2)Cc1ccccc1 | -9 | 9 | 8 | 0.0 | 2 | 11 | -1.8 | -3
O=C(Nc1ccccn1)c1csc2c1CCCC2 | 0 | -5 | -146 | 0.0 | 8 | -107 | -1.7 | -11
CO[C@@H]1CN(C)C(=O)c2cc(NS(=O)(=O)c3ccccc3C)ccc2OC[C@H](C)NC[C@@H]1C | 17 | 2 | / | 0.3 | 4 | 1 | -0.1 | -9
CCN1CCN(S(=O)(=O)c2ccc(Cl)c(C(=O)NCCc3ccccc3)c2)CC1 | -2 | -6 | -157 | 0.4 | -2 | -65 | -0.9 | 2
O=C(Cn1cnc([N+](=O)[O-])c1)NCCc1ccccc1 | 0 | -6 | -7 | 0.0 | 2 | -8 | 1.1 | 26
CCCNC(=O)N[C@@H]1CC[C@H](CCn2cc(C3CCCC3)nn2)O[C@@H]1CO | -1 | -4 | -7 | 0.0 | 14 | 5 | -0.3 | 4

Screening results deposited in PubChem BioAssay by Broad Institute.
